High-throughput results as filed in PubChem BioAssay.
Tb PFK block: blocks T. brucei phosphofructokinase; O15648; T. brucei PFK, ADP-Glo luminescence; Potency, µM (titrated, usually from 57.5 µM), without a hit: top-dose activity, negative = inhibition, hits mostly inhibitors; 330,000 compounds, 0.17% hits;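 note: potency is the fitted concentration of half-maximal effect; 0% = uninhibited 1x PFK enzyme wells and -100% = no-enzyme wells; nearly all actives have a fitted effect of over 60% in size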
Target sequence (O15648 whole entry, looked up): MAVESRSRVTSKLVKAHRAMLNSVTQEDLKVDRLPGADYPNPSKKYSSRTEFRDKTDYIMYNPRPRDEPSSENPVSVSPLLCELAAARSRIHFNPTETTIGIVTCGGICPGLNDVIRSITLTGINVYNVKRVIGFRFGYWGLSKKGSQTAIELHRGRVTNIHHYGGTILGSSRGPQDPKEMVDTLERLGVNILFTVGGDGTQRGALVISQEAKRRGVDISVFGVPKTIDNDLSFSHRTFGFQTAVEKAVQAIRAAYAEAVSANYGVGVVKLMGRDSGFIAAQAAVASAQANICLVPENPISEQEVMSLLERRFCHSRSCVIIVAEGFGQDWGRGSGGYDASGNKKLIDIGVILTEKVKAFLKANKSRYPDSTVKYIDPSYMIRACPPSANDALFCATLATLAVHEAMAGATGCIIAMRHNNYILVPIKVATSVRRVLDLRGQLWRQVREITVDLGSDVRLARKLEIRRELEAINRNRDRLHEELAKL
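PFK 1.25 nM, F6P 0.5 mM, ATP 0.1 mM, 0.1 M TEA pH 8.0, 5 mM MgCl2, 0.01% Tween20, 0.1% BSA; 45 min RT. ADP-Glo readout. qHTS titration up to 57 uM; curves fitted, compounds curve-classed.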
A-T KAP1 phos: potential ataxia-telangiectasia treatment | […] A-T fibroblasts, KAP-1 phosphorylation AlphaLISA; neocarzinostatin DNA damage 30 min before lysis | Potency, µM (titrated, usually from 57.5 µM), inactives show at the top dose activation, actives largely listed as activators | 320,000 compounds, 0.19% hits | AID 485349; note: potency is the fitted concentration of half-maximal effect; % of control where 0% means no effect; nearly all actives have a fitted effect of over 45% in size
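ATM-like activity read as KAP-1 phosphorylation via AlphaLISA donor/acceptor antibody pairs after lysis and 6 hr at 25C. Cells were ATM-null patient fibroblasts ([…], hTERT), dosed 60 min, then exposed to the DSB inducer NCS for 30 min.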
Chronic BCR inh: blocks chronic active B-cell receptor signaling | ABC-DLBCL IkBa-CBG/CBR reporter, luminescence ratio, 4 h | Potency, µM (doses to about 46.1 µM), without a hit: at the top dose ratio change, negative = lower green/red ratio, usual class: inhibitors | 340,000 compounds, 0.05% hits | AID 493014; active = well fitted inhibition curve with a large enough effect in the signal ratio, with a control signal flat, not every such curve was filed as active; inconclusive = small, poorly fitted or top-dose-only effect, or effect the other way, or a change in a side signal; the % refers to the signal ratio;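 note: potency is the fitted concentration of half-maximal effect; plate controls were basal doxycycline-induced cells for no effect and cells given 10 µM MG132 for full effect; MG132 reads +100%, hits lower the ratio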
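TMD8 ABC-DLBCL cells carrying doxycycline-inducible green luciferase fused to IkappaBalpha plus unfused red luciferase were exposed to compounds (up to 46 uM) for 4 hrs at 37C. Activity came from the overlap-corrected green/red luminescence ratio.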
Integrin act MD: integrin-mediated muscular dystrophy alleviation activation. alpha7betagal myoblasts, beta-gal FDG fluorescence, 48 h. 350,000 compounds, 0.064% hits. Potency, µM (highest dose often 38.3 µM), for the others: top-dose activation, actives largely listed as activators. AID 624291;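 note: potency is the fitted concentration of half-maximal effect; 100% = response of the positive control SU9516; nearly all actives have a fitted effect of over 60% in size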
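Alpha7betagal+/- myoblasts (passage 13) were plated 16-24 hr, then exposed to compounds (1:260 dilution of DMSO stock) for 48 hours at 37C. After MPER lysis, β-galactosidase reporter activity was read as FDG fluorescence (ex 480/em 540) after 30 minutes.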
Eya2 phos inh: blocks the phosphatase activity of human Eya2; O00167; recombinant Eya2, OMFP fluorescence dephosphorylation (OMFP is methylfluorescein phosphate); Potency, µM (highest dose often 76.9 µM), for the others: at the top dose activity, negative = inhibition, hits mostly inhibitors; 330,000 compounds, 0.006% hits; note: potency is the fitted concentration of half-maximal effect; % is set by controls: 0 for no effect and ±100 for the full control effect
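Eya2 (0.2 uM) preincubated 10 min at ambient with compound, then OMFP substrate added at 50 uM; 10 min reaction in 50 mM HEPES pH 7.5, 50 mM NaCl, 5 uM MgCl2, 0.05% BSA, 1 mM DTT. Fluorescence read at Ex 485/Em 525 nm.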
TSHR antagonist: blocks TSH signaling through the human TSH receptor. P16473. TSHR-expressing cells, TSH-stimulated cAMP HTRF, 2 h; stronger effect = lower value. activity change, negative = inhibition, % at 11.5 µM. 330,000 compounds, 0.2% hits;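 active = activity change below a set negative limit, meaning inhibition stronger than a set level, cut at about -70% in these data; inconclusive = activity change between two set negative limits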; note: % is set by controls: 0 for no effect and ±100 for the full control effect
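TSHR-expressing cells were treated with compounds, then stimulated with TSH at EC80 (4nM final) for 2 hours at 37 deg C. Cellular cAMP was measured by HTRF competition between lysate cAMP and cAMP-d2 for a cryptate-labelled anti-cAMP antibody.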
Mito fusion act: blocks mitochondrial division or promotes mitochondrial fusion; S. cerevisiae fusion-defective mutant growth rescue, CellTiterGlo 48 h; AID 485298; 320,000 compounds, 0.23% hits; Potency, µM (series often up to 46.1 µM), inactives show at the highest dose growth rescue (activation), hits mostly activators;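 note: potency is the fitted concentration of half-maximal effect; % of control where 0% means no effect; nearly all actives have a fitted effect of over 45% in size; temperature-sensitive fusion mutants such as fzo1-1 at 37 °C on non-fermentable ethanol glycerol medium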
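Temperature-sensitive fusion-defective S. cerevisiae (e.g. fzo1-1, mgm1-5) were grown with compound in YPEG medium (3% ethanol, 3% glycerol) for 48 hours at 37C. Growth rescue was measured as viability by CellTiterGlo luminescence after 10 minutes at ambient.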
TCR activator: activates T cell receptor signaling; primary human leukocytes, anti-CD3, IL-2 HTRF, 48 h; Potency, µM (series often up to 9.22 µM), inactives show at the top dose activation of IL-2 secretion, actives largely listed as activators; 330,000 tested, under 10 active; note: % of control where 0% means no effect
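48 hr co-incubation of compounds, a-CD3 beads and primary human leukocytes; IL-2 quantified homogeneously by HTRF with anti-IL-2 K and d2 conjugates.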
PTAP TSG101 blk: blocks PTAP/TSG101 interaction to inhibit HIV-1 budding; Q99816; Fluorescence polarization, FITC-PTAP peptide / Tsg101 binding; Potency, µM (top dose mostly 115 µM), for inactives: top-dose activity change, negative = inhibition, hits mostly inhibitors; 340,000 tested, under 10 active; active = well fitted inhibition curve with a large enough effect in the main read-out, with a control signal flat, not every such curve was filed as active; inconclusive = small, poorly fitted or top-dose-only effect, or effect the other way, or a change in a side signal; inactive = no such curve, though single readings can be large or run the other way; note: potency is the fitted concentration of half-maximal effect; % of control where 0% means no effect
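Tsg101 binding domain (10 uM final) was mixed with compound and a FITC-labeled PTAP peptide (50 nM final) in HEPES pH 7.5 buffer with NaCl, Tween 20, EDTA and TCEP; fluorescence polarization was read after 20 min at r.t.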
ASM inhibitor: inhibitors of human secretory acid sphingomyelinase; P17405; placental ASM, HMU-PC fluorogenic substrate, 60 min; Potency, µM (doses to about 57.5 µM), inactives show at the highest dose activity change, negative = inhibition, most hits filed as inhibitors; 340,000 compounds, 0.006% hits; AID 504937; note: potency is the fitted concentration of half-maximal effect
Target sequence (P17405 47-631 limits assumed): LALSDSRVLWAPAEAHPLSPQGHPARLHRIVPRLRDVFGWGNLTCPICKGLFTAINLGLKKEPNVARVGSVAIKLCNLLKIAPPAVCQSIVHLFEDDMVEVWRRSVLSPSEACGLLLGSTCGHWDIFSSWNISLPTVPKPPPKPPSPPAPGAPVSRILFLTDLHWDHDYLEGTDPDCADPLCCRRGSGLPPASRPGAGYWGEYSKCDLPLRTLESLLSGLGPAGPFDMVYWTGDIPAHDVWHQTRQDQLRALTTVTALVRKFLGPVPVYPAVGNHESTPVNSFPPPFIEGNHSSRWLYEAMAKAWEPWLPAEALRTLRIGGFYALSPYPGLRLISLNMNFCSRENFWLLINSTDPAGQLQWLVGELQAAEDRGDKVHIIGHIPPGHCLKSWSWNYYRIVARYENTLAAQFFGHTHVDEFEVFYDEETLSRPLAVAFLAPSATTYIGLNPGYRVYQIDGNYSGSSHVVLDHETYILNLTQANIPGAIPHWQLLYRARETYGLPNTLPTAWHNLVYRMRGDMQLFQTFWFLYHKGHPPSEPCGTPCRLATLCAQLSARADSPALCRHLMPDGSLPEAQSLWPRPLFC
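HMU-PC0 cleavage (9 uM final) by human placental ASM, 60 min at 37 °C following 10 min compound exposure at RT; stopped at pH 10, fluorescence Ex 386/Em 447 nm.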
ELG1 DNA repair: inhibitors of ELG1-dependent DNA repair in HEK293T cells. Potency, µM (highest dose often 46.1 µM), without a hit: top-dose activity change, negative = inhibition, usual class: inhibitors. 330,000 compounds, 2.3% hits. AID 504467. HEK293T ELG1-luciferase reporter, luminescence, 16 h; DNA damage induced by 5-fluorouridine; note: potency is the fitted concentration of half-maximal effect; % is set by controls: 0 for no effect and ±100 for the full control effect; nearly all actives have a fitted effect of over 55% in size
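DMSO vehicle served as the neutral condition. Each well held 2,000 cells given 5-fluorouridine plus compound; after 16 hr at 37 °C/5% CO2, ONE-Glo was added and luciferase measured 30 min later.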
* hit, by the source's call; ? = inconclusive; . = no result given; [ ] = another dose, or the depositor's remark. Unless noted, calls come from the whole dose curve; as a rule, active = well fitted curve in the direction sought with a large enough effect; inconclusive = small, poorly fitted or top-dose-only effect, or another doubt; inactive = no such curve, though single readings can be large; an effect the other way counts as inactive or inconclusive.

SMILES	Tb PFK block	A-T KAP1 phos	Chronic BCR inh	Integrin act MD	Eya2 phos inh	TSHR antagonist	Mito fusion act	TCR activator	PTAP TSG101 blk	ASM inhibitor	ELG1 DNA repair
COc1ccc(-c2csc(NC(=O)CSC(C)C(=O)Nc3cc(C)on3)n2)cc1OC (centres undefined)	-1%	-1%	?	-15%	1%	43	-1%	2%	-3%	-1%	?
COc1ccc(NC(=O)Cn2nnc(-c3ccccc3NC(=O)c3cccs3)n2)cc1	-5%	0%	0%	9%	5%	6	-9%	-7%	-4%	-1%	-28%
O=C(Cn1c(NCCCO)nc2ccccc21)c1cccc(Br)c1	-8%	6%	-11%	28%	26%	5	3%	7%	-1%	-3%	11%
CC(C)N(CCc1ccncc1)C(=S)Nc1cccc(Cl)c1	-11%	0%	?	1%	-17%	8	-1%	-4%	-6%	2%	0%
Cc1nnc(SCC(=O)NC(=O)NCc2ccco2)s1	-25%	6%	4%	-6%	2%	23	-2%	-5%	1%	-2%	10%
O=C(CCNC(=O)c1ccccc1Cl)Nc1nccs1	4%	7%	0%	15%	-20%	22	6%	3%	-2%	-1%	-12%
C/C(=N\NC(=O)COc1cccc(Cl)c1)c1ccc2c(c1)OCCO2	-9%	0%	-6%	-13%	5%	-1	-1%	0%[46.1 µM]	-9%	-2%	-2%
COC(=O)c1sccc1NC(=S)N(C)C1CCCCC1	-6%	8%	?	25%	1%	-15	1%	2%	-1%	-8%	-14%
CCOC(=O)c1sc(=S)n(C)c1NC(=O)c1ccc(F)cc1	-13%	2%	10%	26%	-1%	27	3%	4%[46.1 µM]	1%	2%	?
CCOC(=O)Cn1nc(C)c2ccccc2c1=O	1%	-1%	0%	-14%	4%	0	0%	-2%	-2%	1%	4%
COC(=O)c1c(NC(=O)C2SC(=NC3CCCCC3)C(C(N)=O)=C2N)sc2c1CCCC2 (centres undefined)	-2%	-1%	7%	16%	5%	3	-6%	2%[46.1 µM]	-4%	12%	-4%
COc1ccc(OCCn2cc(C=O)c3ccccc32)cc1	-3%	6%	-20%	-40%	2%	-8	2%	.	-1%	-6%	?
O=C(CN1CCN(c2ccccn2)CC1)Nc1cccc(Cl)c1Cl	12%	5%	-11%	-18%	-12%	3	?	6%	1%	0%	?
Cc1nnsc1C(=O)N/N=C/c1ccc(OC(F)(F)F)cc1	0%	3%	8%	-15%	-3%	0	0%	-2%	3%	-2%	?
NNC(=O)Cn1c(-c2ccccn2)nc2ccccc21	-5%	6%	-2%	7%	2%	6	1%	-5%	-1%	-2%	-6%
Nc1ncnc(Sc2ccc(Cl)cc2)c1[N+](=O)[O-]	-3%	0%	?	-45%[inhibitor]	7%	-8	-3%	-1%[46.1 µM]	-2%	3%	?
CC(=C\C(=O)O)/C(=C/c1ccccc1)C(=O)O	0%	9%	?	19%	-5%	14	3%	0%	-1%	3%	4%
COc1ccc2c(C)c(CC(=O)N3CCN(C(=O)C4COc5ccccc5O4)CC3)c(=O)oc2c1 (centres undefined)	-1%	13%	0%	?	1%	-11	-1%	-3%	1%	-3%	23µM*
Cc1ccc(OCCC(=O)OCC(=O)c2c(N)n(C)c(=O)n(C)c2=O)cc1	15%	-5%	5%	1%	4%	5	4%	-1%	2%	-2%	-2%
CCC(=O)N1CCC(NC(=O)Nc2ccc(OC(F)(F)F)cc2)CC1	5%	6%	5%	6%	-5%	17	-7%	-2%	-7%	2%	?
Cc1ccc2cc(CCNC(=O)c3ccc(S(=O)(=O)N4CCOCC4)cc3)c(=O)[nH]c2c1	4%	0%	7%	3%	6%	-7	-1%	-7%	.	-2%	0%
O=C(COC(=O)c1ccc(O)cc1O)NC12CC3CC(CC(C3)C1)C2	8%	-8%	0%	-32%	-10%	-4	13%	-3%	-1%	-6%	?
N=c1c(C(=O)NCc2ccc(F)cc2)cc2c(=O)n3ccccc3nc2n1Cc1cccnc1	0%	.	?	23%	13%	-7	1%	1%	-26%	316%[activator]	?
COCCCNC(=O)CCCn1c(=O)c2ccccc2n(Cc2cccc([N+](=O)[O-])c2)c1=O	-4%	1%	-56%	-4%	-2%	-11	-2%	1%	-8%	4%	0%
NC(=S)c1ccc(C(N)=S)o1	4%	-5%	7%	26%	-21%	-5	-1%	-1%	-8%	-3%	-25%
COC(=O)c1ccccc1-c1ccc(C(c2c(C)[nH][nH]c2=O)c2c(C)[nH][nH]c2=O)o1	16%	7%	-4%	-45%[inhibitor]	0%	-1	-2%	0%	-3%	-1%	-3%
Cc1ccc(S(=O)(=O)Nc2ccc(N=Nc3ccc(O)cc3)cc2)cc1	-8%	-2%	?	4%	-8%	-75*	20µM*	-1%[46.1 µM]	-5%	-10%	?
N#CCCN(C(=O)COC(=O)c1ccc2c(=O)n3c(nc2c1)CCC3)c1ccccc1	1%	1%	9%	-1%	-10%	0	-12%	2%	0%	13%	26%
COCCN(C(=O)c1csnn1)C(C(=O)NC1CCCCC1)c1cccs1 (centres undefined)	-5%	0%	3%	3%	-5%	8	-1%	2%	5%	4%	-5%
COc1ccc(CCNC(=O)c2cc3c(=O)n4cccc(C)c4nc3n(CCCN3CCOCC3)c2=N)cc1	0%	-1%	0%	-51%[inhibitor]	3%	12	0%	-7%	-5%	149%[activator]	-5%
CC(C)(C)NC(=O)c1ccc2c(c1)C(=O)N(C1CCCCC1)C2=O	-2%	-10%	?	2%	2%	-4	13%	1%	-4%	-1%	?
CC(=O)Nc1ccc(NC(=O)C(C)OC(=O)C2CCC2)cc1 (centres undefined)	-1%	-9%	0%	3%	0%	-2	1%	0%	0%	-1%	17%
CCOC(=O)C1CCN(C(=O)C2CCN(c3nc4ccc(OC)cc4s3)CC2)CC1	7%	-3%	-12%	-39%	-11%	-14	-8%	0%	-2%	-8%	-7%
CC(=O)N1c2ccc(S(=O)(=O)NCCC(=O)Nc3ccc(F)cc3C)cc2CC1C (centres undefined)	3%	2%	2%	?	3%	36	0%	-7%	-2%	1%	6%
CN(c1cccc(NC(=O)c2ccc(N(C)S(=O)(=O)c3ccccc3)cc2)c1)S(C)(=O)=O	2%	-1%	?	-13%	-4%	-27	4%	2%	-12%	0%	16µM*
COc1cc(/C=N/N2CCN(Cc3ccc(Cl)cc3)CC2)ccc1OC(C)=O	-23%	-6%	-11%	30%	-5%	2	1%	.	-4%	2%	-19%
O=C(NCc1ccccc1CN1CCOCC1)c1ccc(-n2cccn2)cc1	-1%	-7%	2%	22%	4%	.	.	-4%	-10%	-3%	-7%
Nn1c(SCC(=O)Nc2ccccc2Oc2ccccc2)nnc1C1CC1	0%	-6%	0%	-28%	-26%	-3	5%	0%	-2%	-1%	0%
COc1ccc(OC)c(/C=N/NC(=O)c2cc3c(OC)c(OC)ccc3[nH]2)c1	2%	-3%	-5%	-10%	-4%	-8	-4%	-4%[46.1 µM]	-1%	-6%	?
CCOC(=O)C1(Cc2cccc(OC)c2)CCN(Cc2cccc3c2OCO3)CC1	-6%	8%	-10%	-3%	-1%	3	0%	-2%	-8%	2%	?
COc1ccc(Cl)cc1C(=O)N1CCN=C1SC	-9%	1%	0%	11%	5%	-3	3%	-2%	-7%	-1%	18%
COc1ccc(Nc2nc(NCC3CCCO3)nc(N)c2[N+](=O)[O-])cc1 (centres undefined)	-12%	6%	0%	13%	-4%	5	7%	17%	-9%	-7%	?
CN(C)S(=O)(=O)c1cccc(N=c2scc(-c3ccc4c(c3)NC(=O)CO4)n2CC2CCCO2)c1 (centres undefined)	-13%	1%	1%	-2%	-1%	-16	2%	1%	-7%	-7%	23µM*
